Assay outcomes deposited in PubChem BioAssay by several laboratories.
KCNQ1 pot – potentiates or activates the human KCNQ1 potassium channel; B-score at 10 µM; AID 2648; CHO-K1 KCNQ1, thallium flux FluxOR fluorescence; active compounds read high; 0.35% of 310,000 active; P51787;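 active means fluorescence ratio B-score, a plate-corrected score, at least three library SD, with initial intensity B-score within 5 SD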
Target sequence (P51787 whole entry, looked up): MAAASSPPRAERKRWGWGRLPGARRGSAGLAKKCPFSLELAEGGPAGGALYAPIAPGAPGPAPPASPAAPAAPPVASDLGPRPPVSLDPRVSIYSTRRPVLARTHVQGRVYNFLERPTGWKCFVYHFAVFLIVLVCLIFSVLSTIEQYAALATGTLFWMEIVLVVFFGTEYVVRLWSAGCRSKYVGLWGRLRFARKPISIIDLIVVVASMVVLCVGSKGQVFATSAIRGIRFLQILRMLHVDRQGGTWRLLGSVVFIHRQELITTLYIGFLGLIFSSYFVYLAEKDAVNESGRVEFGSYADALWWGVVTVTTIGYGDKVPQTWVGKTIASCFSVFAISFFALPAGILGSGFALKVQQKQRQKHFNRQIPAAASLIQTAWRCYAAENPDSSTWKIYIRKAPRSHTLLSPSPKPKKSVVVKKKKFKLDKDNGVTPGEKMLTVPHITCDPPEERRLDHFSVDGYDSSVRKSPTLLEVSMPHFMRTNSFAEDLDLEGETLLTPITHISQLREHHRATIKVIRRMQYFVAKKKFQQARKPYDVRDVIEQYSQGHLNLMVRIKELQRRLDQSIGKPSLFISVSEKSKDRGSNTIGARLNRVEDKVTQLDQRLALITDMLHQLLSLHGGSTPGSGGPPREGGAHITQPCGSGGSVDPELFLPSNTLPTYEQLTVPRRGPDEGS
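Test system: CHO-K1 cells stably expressing KCNQ1 / Medium: assay buffer / Also added: depolarizing K+/Tl+ stimulus, K2SO4 and Tl2SO4 each 12.5 mM in 5x stock / Incubation: 90 min dye loading and 20 min compound exposure, both at room temperature / Signal: thallium influx via FluxOR fluorescence, kinetic imaging / Evaluation: B score of baseline-normalized fluorescence ratio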
hERG rescue – compounds protecting human hERG from proarrhythmic drug block | Q12809 | CHO-hERG, FluxOR thallium flux, dofetilide IC70 present | activation (rescue from dofetilide block), less the hit threshold, % at 10 µM | 0.51% of 310,000 active | AID 1511;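 active means activation above the mean of controls blocked by dofetilide plus 5 SD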;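 further: thallium influx through hERG after potassium depolarization seen as dye fluorescence rise; in these data hits start at about 4.7%; inactives centre near -7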
DYRK1A inh – Dyrk1A (rat) kinase inhibition. Q63470. ADP-Glo luminescence, NFATc1 peptide. inhibition, % at 12.5 µM. 0.43% of 310,000 active. AID 504441; in the data active means inhibition above about 50%;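 further: plate controls were vehicle with enzyme for no effect and no enzyme for full effect; many of its hits are not listed in these tables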
GSK3 alpha inh – human GSK-3 alpha kinase inhibition; 0.1% of 320,000 active; AID 2650; inhibition, % at 10 µM; ADP-Glo luminescence, 60 min; P49840;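 in the data active means inhibition above about 50%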;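 further: GST-tagged GSK-3 alpha with peptide substrate and 25 µM ATP; 0% = DMSO neutral wells and 100% = GW8510 positive control wells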
RGS4 act – potentiators or activators of RGS4; HEK293 M3R/inducible RGS4, carbachol calcium flux Fluo4; active compounds read low; B-score at 10 µM; 0.92% of 310,000 active; AID 463111;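 active means B-score of the integrated calcium signal more than 4 SD below the library mean, with starting fluorescence not abnormally high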;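 further: negative B-score means reduced calcium response which marks RGS4 activation or potentiation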
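System: HEK293 FlpIn-TREx cells, stable M3R, doxycycline-inducible RGS4. Timing: overnight RGS4 induction, 30 min dye load 37 °C, 20 min compound RT. Also added: carbachol, ECmax concentration. Measured by: Fluo4 fluorescence kinetic imaging of calcium. Evaluation: integrated calcium ratio converted to B score.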
KCNK3 inh – human KCNK3 channel inhibition, primary screen | B-score at 10 µM | AID 602410 | CHO-KCNK3 thallium flux, FluxOR fluorescence; active compounds read low | O14649 | 0.84% of 340,000 active;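 active means B-score under library mean minus 4 SD, starting fluorescence ratio at most library mean plus 5 SD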;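 further: more negative B-score means stronger inhibition of thallium flux through KCNK3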
Target sequence (O14649 whole entry, looked up): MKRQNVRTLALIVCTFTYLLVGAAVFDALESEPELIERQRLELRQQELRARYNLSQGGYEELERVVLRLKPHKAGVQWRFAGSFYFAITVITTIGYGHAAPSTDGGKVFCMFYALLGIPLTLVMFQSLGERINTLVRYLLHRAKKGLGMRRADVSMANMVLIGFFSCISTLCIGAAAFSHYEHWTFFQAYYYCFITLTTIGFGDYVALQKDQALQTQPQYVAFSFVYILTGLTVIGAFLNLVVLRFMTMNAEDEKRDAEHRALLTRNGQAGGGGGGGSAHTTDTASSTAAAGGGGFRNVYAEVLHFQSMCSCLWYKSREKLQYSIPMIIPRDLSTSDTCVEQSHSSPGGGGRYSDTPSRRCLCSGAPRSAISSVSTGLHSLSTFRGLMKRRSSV
PolyA inhibitor – blocks polyadenylation in yeast reporter cells | 0.02% of 300,000 active | calls only at 12 µM | S. cerevisiae SKY197-pL101 polyadenylation reporter, beta-gal luminescence; efflux-impaired pdr1/pdr3 knockout yeast; score 100 = 6 SD above DMSO | AID 1875;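 active means lowest replicate activity score at least 50, where 100 means six control SD above control mean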;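 further: yeast exposed to compound for 9 h at 30 °C; higher score means more reporter readthrough which indicates perturbed polyadenylation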
GSK3B inh – inhibitors of human GSK3beta kinase. P49841. GST-GSK3beta kinase, ADP-Glo luminescence, 60 min; active compounds read low. activity score (negative = inhibition), % at 10 µM. 0.038% of 300,000 active. AID 2097;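 active means more than half of replicate wells score below -50%, meaning over 50% inhibition versus plate controls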;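 further: 0% = median DMSO wells and -100% = median GW8510 positive control wells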
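Test system: GST-fused GSK3beta enzyme, cell-free | Quantity: 1.6 ng GST-GSK3beta enzyme per well | Reagent: 25 µM ATP with peptide substrate | Schedule: 60 min enzyme reaction, room temperature | Signal: Luminescent ADP-Glo measurement of ADP formed | Read-out basis: Score relative to plate controls | Control set: DMSO and 20 µM GW8510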
RGS4 inh – human RGS4 inhibition. P49798. B-score at 10 µM. HEK293 M3R/RGS4 inducible, Fluo-4 calcium flux; active compounds read high; triggered by carbachol at its EC20. AID 463165. 0.45% of 310,000 active;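 active means B-score, a plate-corrected calcium signal, over three deviations above library mean, with baseline fluorescence within five deviations of library mean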;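 further: RGS4 expression induced by doxycycline in cells with stable M3 receptor; B-score is computed from the integrated fluorescence ratio over baseline after carbachol; higher B-score means a larger calcium signal and so more RGS4 inhibition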
KCNK9 block – inhibitors of human KCNK9 two-pore domain potassium channel. Q9NPC2. HEK293 KCNK9, FluxOR thallium flux fluorescence; active compounds read low. B-score at 10 µM. 1.2% of 310,000 active. AID 488922;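 active means ratio B-score over 3 SD below the library mean, with starting fluorescence within 5 SD of its mean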;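 further: negative B-score means less thallium flux so channel inhibition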
KCNQ1 block – blocks the human KCNQ1 potassium channel | B-score at 10 µM | 1.3% of 310,000 active | CHO-K1 KCNQ1, FluxOR thallium flux fluorescence; active compounds read high;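 active means compounds whose thallium flux B-score, printed positive for inhibition, exceeds three library SD while starting fluorescence stays within three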;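 further: channel opened by potassium depolarization with thallium stimulus after 20 min compound exposure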
The depositor's hits bear a star; i = inactive; x = not tested or not shown.

Below each SMILES: KCNQ1 block, GSK3B inh, PolyA inhibitor, GSK3 alpha inh, RGS4 act, DYRK1A inh, KCNK9 block, hERG rescue, KCNK3 inh, RGS4 inh, KCNQ1 pot
> CCCCCCCCS(=O)CCC(=O)O (stereo not drawn)
  i, 1.4, i, -0.7, i, -3.7, i, -4.2, i, i, i
> O=C1Nc2cc(Cl)c(Cl)cc2N(O)N1c1ccccc1
  i, -0.3, i, -4.5, i, -8.1, i, 3.9, i, i, i
> CC(=O)O/N=C(\N)Cc1ccc(-c2csnn2)cc1
  i, 0.2, i, 0.1, i, 8.0, i, -2.9, i, i, i
> Cc1nc2ccccc2n1CCC(=O)O
  i, 1.2, i, 1.3, i, 3.5, i, -9.5, i, i, i
> Cc1ccc(NC(=O)C2CCCN2S(=O)(=O)c2ccc3c(c2)n(C)c(=O)c(=O)n3C)c(C)c1 (stereo not drawn)
  i, -1.4, i, 1.3, i, -3.2, i, -7.2, i, i, i
> Cn1nc(C(F)(F)F)c(-c2cccc(C(F)(F)F)c2)c1NC(=O)c1ccco1
  i, 11.3, i, -0.7, i, 10.4, i, -7.1, i, i, i
> CC(=O)c1cc(CC=C(C)C)c(O)c(CC=C(C)C)c1O
  i, 2.5, i, -2.0, i, 0.7, i, -6.8, i, i, i
> CNC(=O)CSc1nc2[nH]ncc2c(=O)[nH]1
  i, 0.8, i, 1.9, i, -2.3, i, -11.9, i, i, i
> NS(=O)(=O)c1ccc(CCNC(=O)NC2CCCCC2)cc1
  i, 2.0, i, -1.5, i, -2.9, i, -11.1, i, i, i
> Cc1cc(OC(C)C(=O)NCCN2CCOCC2)c2c(C)cc(=O)oc2c1 (stereo not drawn)
  i, -1.1, i, -1.5, i, -1.2, i, -11.7, i, i, i
> COc1cccc(CN2C(=O)CN(C3CCCCC3)C(=O)C2c2ccc(F)cc2)c1 (stereo not drawn)
  i, 0.4, i, -4.0, i, 0.4, i, -10.0, i, i, i
> Cc1ccc(C(=O)Nc2ccccc2NC(=O)c2ccc(C)o2)o1
  i, -0.9, i, -3.6, i, -1.9, i, -3.2, i, i, i
> Cc1cnc(CN(C)C(=O)c2cc(COc3c(F)cccc3F)on2)[nH]1
  i, 2.3, i, -0.2, i, -0.5, i, -8.2, i, i, i
> Nc1nonc1C(=O)N/N=C/c1cc(Br)ccc1O
  i, 1.0, i, 0.9, i, -3.0, i, -11.5, i, i, i
> CC(C)(O)C#Cc1ccc(C(=O)N2CCN(c3ccc(Cl)cc3)CC2)cc1
  i, 5.0, i, 0.2, i, -5.3, i, -6.1, i, i, i
> CN=C1NN=C(c2cc(C)n(-c3ccc(Cl)cc3)c2C)CS1
  i, -3.1, i, -2.7, i, -2.0, i, -15.3, i, i, i
> CSc1ccc(/C=C(/NC(=O)c2ccco2)C(=O)N2CCCCCC2)cc1
  i, 0.2, i, -3.0, i, -3.0, i, -15.5, i, i, i
> CCOC(=O)C1CCN(S(=O)(=O)c2ccc(-c3ccccn3)s2)CC1
  i, 1.2, i, -1.4, i, x, i, -2.5, i, i, i
> OC1(c2ccc3c(c2)OCO3)CCN(Cc2ccccn2)CC1
  i, 0.9, i, -2.5, i, x, i, -10.7, i, i, i
> CCC(C)NS(=O)(=O)c1ccc(OCC(=O)NCc2cccnc2)cc1 (stereo not drawn)
  i, 2.7, i, -2.4, i, -2.8, i, -16.8, i, i, i
> CS(=O)(=O)NN1C(=O)c2ccccc2NC1c1ccccc1 (stereo not drawn)
  i, 1.0, i, 0.3, i, -4.7, i, -0.6, i, i, i
> CCOCCc1c(O)nc(SCC(=O)NCc2ccco2)[nH]c1=O
  i, 3.0, i, 2.4, i, -4.9, i, -6.3, i, i, i
> CC(=O)Oc1cccc(C(=O)Nc2c[nH]c(=O)[nH]c2=O)c1
  i, -4.0, i, 0.6, i, 0.3, i, -6.0, i, i, i
> COCC(=O)Nc1cc(OC)c(Cl)cc1OC
  i, 0.7, i, 0.6, i, 1.6, i, -14.3, i, i, i
> COc1ccc(C(C(=O)NC2CCCC2)N(CCCO)C(=O)Cn2nnc(-c3ccc(C)o3)n2)cc1 (stereo not drawn)
  i, 0.3, i, -1.0, i, -3.3, i, -8.6, i, i, i
> CCOc1ccc(C(C)=O)cc1CSC(=N)N
  i, 0.7, i, 1.3, i, 0.4, i, -3.5, i, i, i
> Cc1ccc(C)c(NC(=O)Cn2nnc(-c3ccc(N4CCOCC4)cc3)n2)c1
  i, -2.8, i, -2.9, i, -3.1, i, -13.6, i, i, i
> CCOc1ccccc1CN1CCC(CO)(CCOc2ccccc2)CC1
  i, -0.8, i, -0.5, i, 6.2, i, -10.4, i, i, i
> CC(C)C(=O)Nc1ccc(NC(=O)c2cccc(F)c2)cn1
  i, 0.4, i, -1.4, i, 3.7, i, -1.3, i, i, i
> O=C(CSc1cn(CC(=O)N2CCOCC2)c2ccccc12)N1CCOCC1
  i, 1.5, i, 8.0, i, -3.7, i, -7.3, i, i, i
> O=C(C[N+]12CC[N+](CC(=O)c3ccc(F)cc3)(CC1)CC2)c1ccc(F)cc1
  i, 2.4, i, 0.2, i, 9.2, i, -1.9, i, i, i
> O=C(CCN1CCN(S(=O)(=O)c2ccc(Br)cc2)CC1)Nc1ccccc1F
  i, 1.1, i, -2.3, i, 1.3, i, -8.6, i, i, i
> CC(NC(=O)CSc1nc2sc3c(c2c(=O)n1-c1ccccc1)CCCC3)c1ccccc1 (stereo not drawn)
  i, -8.6, i, x, i, 0.7, i, -4.5, i, i, i
> CCOC(=O)N1CCC(N2C(=O)c3ccccc3C2=O)CC1
  i, 0.2, i, -2.6, i, -0.1, i, -10.8, i, i, i
> N#CCC(=O)N/N=C/c1c2ccccc2cc2ccccc12
  i, 4.7, i, -0.8, i, 7.3, i, -9.5, i, i, i
> O=C(CN1C(=O)c2ccccc2S1(=O)=O)NCCSCc1c(F)cccc1Cl
  i, -2.1, i, -0.2, i, -1.4, i, -4.8, i, i, i
> N#CCC1c2ccccc2CCN1C(=O)Nc1ccc(C(F)(F)F)cc1 (stereo not drawn)
  i, 0.9, x, -3.6, i, 3.8, i, -12.6, i, i, i
> O=S1(=O)CCC(NC(=S)Nc2ccc(Cl)cc2)C1 (stereo not drawn)
  i, 1.4, i, -1.6, i, 7.7, i, -5.6, i, i, i
> CCCN1CCc2nc(SCC(=O)Nc3ccc(C)c(Cl)c3)[nH]c(=O)c2C1
  i, -5.4, i, -2.4, i, 7.9, i, -11.5, i, i, i
> CCC(=O)N1CCc2cc(Br)cc(S(=O)(=O)N3CCC(C(=O)NC(C)C)CC3)c21
  i, -1.1, i, -2.5, i, -0.4, i, -5.6, i, i, i
> O=C(CSc1nc2ccccc2[nH]1)NCCc1ccc(Cl)cc1
  i, -2.2, i, -1.3, i, 10.2, i, -7.8, i, i, i
> CCCc1cc(=O)oc2c(C)c(OCC(=O)N3CCC[C@@H]3C(=O)O)ccc12
  i, -0.2, i, -1.3, i, 1.9, i, -4.3, i, i, i
> CC(=O)c1ccc(NC(=O)CSc2nc(=O)n3cccc(C)c3n2)cc1
  i, 1.5, i, -2.2, i, -5.3, i, -12.0, i, i, i
> C=CCNC(=O)/C(C#N)=C/c1c(N2CC(C)OC(C)C2)nc2ccccn2c1=O (stereo not drawn)
  i, -1.0, i, -1.8, i, -0.2, i, -16.0, i, i, i
> Cc1ccc(NC(=O)CSc2nnc(-c3ccco3)o2)cc1
  i, -2.6, i, -0.8, i, 1.4, i, -1.7, i, i, i
> CCOP(=O)(OCC)C(Nc1ccc(F)cc1)c1ccccc1 (stereo not drawn)
  i, 3.2, i, -0.8, i, 7.0, i, -5.7, i, i, i
> COc1ccc(N2CCN(c3ccc(Cl)nn3)CC2)cc1
  i, 3.3, i, 0.7, i, -1.8, i, -9.2, i, i, i
> CCc1noc(N)c1C(=O)Nc1ccc(Cl)cc1
  i, 3.4, i, 2.8, i, x, i, -5.5, i, i, i
> COc1ccccc1-c1ccc(Nc2ccc(C(=O)N3CCOCC3)cc2)nn1
  i, -0.2, x, -1.3, i, 2.5, i, -3.1, i, i, i
> Cc1cccc(N2CCN(S(=O)(=O)c3ccc(-c4ccc(=O)[nH]n4)o3)CC2)c1C
  i, 1.8, i, 4.3, i, 5.1, i, -0.5, i, i, i
> CCOC(=O)CSc1nc2c(sc(=S)n2-c2ccc(OCC)cc2)c(=O)[nH]1
  i, -0.6, i, -1.3, i, -2.7, i, -7.5, i, i, i
> COc1ccc2[nH]c(C)c(CCNC(=S)Nc3cccc(C)c3C)c2c1
  i, 2.7, i, -1.0, i, 0.6, i, -11.6, i, i, i
> CC(C)c1ccc2c(c1)C(N1CCN(C)CC1)Cc1cccnc1S2 (stereo not drawn)
  i, -0.3, i, -3.7, i, 2.5, i, -7.7, i, i, i
> CCCCNC(=O)CCCCCn1c(=O)[nH]c2cc(OC)c(OC)cc2c1=O
  i, 2.0, i, -0.8, i, -1.9, i, -10.2, i, i, i
> CCC(Sc1nc2ccccc2s1)C(=O)Nc1cc(C)on1 (stereo not drawn)
  i, 2.9, i, -3.0, i, -2.1, i, -5.9, i, i, i
> Cc1ccc(NC(=O)CSc2nnc3ccc(-c4cccnc4)nn23)cc1
  i, -3.0, i, -0.7, i, 2.5, i, -14.3, i, i, i
> COc1ccc(CCNC(=O)CN2CCC(C(N)=O)CC2)cc1
  i, 1.7, i, -0.7, i, 1.7, i, -20.6, i, i, i
> Cc1ccccc1N1CC(C(=O)O)CC1=O (stereo not drawn)
  i, 0.9, i, -0.2, i, 0.5, i, -7.1, i, i, i

This is a subset, so the mix of outcomes need not match the whole.
